Assay outcomes deposited in PubChem BioAssay by National Center for Advancing Translational Sciences (NCATS).
DRD3 antagonist = blocks the human D3 dopamine receptor; P35462; D3R cells, DiscoveRx beta-arrestin luminescence, antagonist mode; stronger effect = lower value; max response, negative = inhibition, %; actives 2.5% (n = 360,000); in the data active means max response below about -50%; inconclusive means no clear call, values can overlap the other calls; further: on the % scale 0 is the no-effect control and ±100 the full control effect; mostly tested at two doses, the higher about 12 µM
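Cells plated overnight at 1500 cells/well, then exposed to library compounds with dopamine controls for 90 minutes at 37 degrees C. DiscoveRx reagent added for 30–60 minutes at room temperature; luminescence read, quantitative HTS format.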
WRN inhibitor = WRN helicase (human) inhibition; Q14191; WRN helicase unwinding, fluorescent forked duplex, kinetic; Potency, µM (series often up to 114 µM), without a hit: at the highest dose activity change, negative = inhibition, actives largely listed as inhibitors; actives 0.46% (n = 360,000); AID 651768; further: potency means the concentration at half of the fitted maximal effect; on the % scale 0 is the no-effect control and ±100 the full control effect; nearly all actives have a fitted effect of over 55% in size
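Kinetic red-fluorescence monitoring (525/598 nm) tracks WRN helicase activity after 100 nM fluorophore-quencher forked duplex and 2 mM ATP are added to 20 nM enzyme pretreated 15 min at room temperature with compound.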
GLP-1R agonist = GLP-1 receptor (human) agonism | HEK293 GLP-1R CRE-luciferase, luminescence, 4-6 h; cells express a hypersensitive GLP-1R form | actives 0.007% (n = 380,000) | Potency, µM (doses to about 45.6 µM), for inactives: at the top dose activation, actives largely listed as activators; further: potency means the concentration at half of the fitted maximal effect; % of control where 0% means no effect
Target sequence (P43220 whole entry, looked up): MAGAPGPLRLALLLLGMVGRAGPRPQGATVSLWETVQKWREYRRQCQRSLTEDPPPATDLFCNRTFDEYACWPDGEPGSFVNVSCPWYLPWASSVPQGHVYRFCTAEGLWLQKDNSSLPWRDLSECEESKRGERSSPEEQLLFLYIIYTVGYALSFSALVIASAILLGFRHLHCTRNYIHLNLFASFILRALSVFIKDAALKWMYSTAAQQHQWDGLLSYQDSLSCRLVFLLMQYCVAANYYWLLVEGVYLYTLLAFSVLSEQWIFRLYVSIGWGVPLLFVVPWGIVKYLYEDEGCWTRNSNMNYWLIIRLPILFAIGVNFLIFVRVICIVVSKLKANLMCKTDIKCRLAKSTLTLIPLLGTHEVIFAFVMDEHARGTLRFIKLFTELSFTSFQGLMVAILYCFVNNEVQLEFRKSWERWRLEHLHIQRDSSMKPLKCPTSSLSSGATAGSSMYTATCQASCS
DRD3 agonist = activates the human D3 dopamine receptor | max activation, % | D3R DiscoveRx beta-arrestin cells, luminescence, 90 min | actives 0.58% (n = 410,000) | P35462; in the data active means max activation above about 30%; further: 0% is about no effect; mostly tested at two doses, the higher about 12 µM
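Cells at 1500/well, incubated overnight, then treated with pinned compounds (dopamine as control) for 90 min at 37 degrees C. DiscoveRx reagent added for 30 - 60 minutes at room temperature; luminescence read.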
IL-2 act = IL-2 activation; IL-2 activation reporter assay, cell-based qHTS; stimulated with anti-CD3/CD4/CD28 beads; in transgenic mouse T cells; activation, % (series mostly up to about 46 µM); actives 0.065% (n = 360,000); AID 652025; in the data active means activation above about 50%; inconclusive means mostly about 30% to 49%; further: 0% is about no effect
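Screening format: compound pinned onto unstimulated transgenic mouse T cells, 60 min incubation, then anti-CD3/anti-CD4/anti-CD28 bead stimulation for 18 hours at 37 degrees C, followed by EGFP and DsRed detection.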
PI5P4K alpha inh = inhibitors of human PI5P4K alpha; P48426; PI5P4Kalpha enzyme, ADP-Glo luminescence, 60 min; stronger effect = lower value; max response, %; actives 1.2% (n = 330,000); active means max response of -50% or lower; inconclusive means between -30% and -50%; inactive means -30% or higher; further: value at the top dose of about 77 µM; on the % scale 0 is the no-effect control and ±100 the full control effect
Target sequence (P48426 whole entry, looked up): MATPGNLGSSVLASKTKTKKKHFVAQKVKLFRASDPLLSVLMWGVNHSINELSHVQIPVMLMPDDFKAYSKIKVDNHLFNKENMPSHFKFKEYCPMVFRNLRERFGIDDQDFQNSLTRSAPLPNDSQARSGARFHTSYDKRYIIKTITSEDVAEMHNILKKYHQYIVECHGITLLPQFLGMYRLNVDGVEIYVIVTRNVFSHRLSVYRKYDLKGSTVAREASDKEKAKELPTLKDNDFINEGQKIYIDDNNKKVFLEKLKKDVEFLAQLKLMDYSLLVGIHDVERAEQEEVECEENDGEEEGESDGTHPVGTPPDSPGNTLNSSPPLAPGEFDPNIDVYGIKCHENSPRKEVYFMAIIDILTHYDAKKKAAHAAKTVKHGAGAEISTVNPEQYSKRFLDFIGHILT
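qHTS, 1536-well: enzyme/substrate mix, compound by pin tool, 5 microM ATP final; RT 60 min; ADP-Glo reagents 1 (45 min) then 2 (30 min); luminescence.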
HEK293 tox = cytotoxicity counter-screen for GLP-1 receptor inverse agonists; Potency, µM (top dose mostly 38.3 µM), for inactives: at the highest dose activity change, negative = inhibition, most hits filed as inhibitors; HEK293 cAMP-luciferase reporter cells, luminescence, 24 h; actives 0.13% (n = 410,000);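 further: loss of luciferase light is scored as toxicity; potency means the concentration at half of the fitted maximal effect; on the % scale 0 is the no-effect control and ±100 the full control effect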
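Cells in DMEM/10% Nu serum/1% pen-strep, 1536-well format. Pre-incubated 12 h, dosed with 23 nL compound, incubated a further 24 h. Luciferase detection, 12 min at room temp, luminescence.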
GLP-1R inv ag = acts as inverse agonist at human GLP-1 receptor; AID 624417; Potency, µM (series often up to 38.3 µM), for the others: at the highest dose activity change, negative = inhibition, most hits filed as inhibitors; P43220; actives 1.6% (n = 410,000); HEK293 GLP-1R CRE-luciferase, luminescence, 24 h; GLP-1R form is constitutively active; further: potency means the concentration at half of the fitted maximal effect; on the % scale 0 is the no-effect control and ±100 the full control effect; nearly all actives have a fitted effect of over 55% in size
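HEK293 cells stably co-expressing constitutively active GLP-1R and a cAMP-responsive luciferase reporter were seeded in DMEM with 10% Nu serum, given compounds after 12 h, and incubated 24 h at 37 deg C. Luminescence was then read.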
PLK1 PBD inh = inhibitors of human PLK1 polo-box domain binding | Potency, µM, without a hit: max response, negative = inhibition, most hits filed as inhibitors | Plk1 PBD binding of FITC phosphopeptide, fluorescence polarization | actives 2.8% (n = 360,000); further: potency means the concentration at half of the fitted maximal effect; series mostly up to about 57 µM; on the % scale 0 is the no-effect control and ±100 the full control effect; nearly all actives have a fitted effect of over 65% in size
* hit, by the source's call; ? = inconclusive; . = not tested or not shown; [ ] = dose if it differs, or a comment. Unless noted, the call rests on the fitted dose curve; in most records, active means well fitted curve in the direction sought with a large enough effect; inconclusive means small, poorly fitted or top-dose-only effect, or another doubt; inactive means no such curve, though single readings can be large; an effect the other way counts as inactive or inconclusive.

SMILES	DRD3 antagonist	WRN inhibitor	GLP-1R agonist	DRD3 agonist	IL-2 act	PI5P4K alpha inh	HEK293 tox	GLP-1R inv ag	PLK1 PBD inh
CC(=O)c1ccc(NC(=O)CSc2nc(=O)n3cccc(C)c3n2)cc1	29	5%	4%	7	-5.2	-6	7%	12%	-1%
CN1CCN(c2ncnc3c2ncn3[C@H]2CN(C)C[C@@H](CO)O2)CC1	0	0%	?	9	2.6	-1	2%	23%	4%
Cc1ccc(C(=O)NC23CC4CC(CC(C4)C2)C3)c(Cl)c1	3	7%	4%	1	-0.9	4	4%	?	3%
Cc1cccc2cccnc12	2	-4%	-1%	-5	0.0	1	6%	3%	-3%
CN(C)CCCN1C(=O)c2oc3ccccc3c(=O)c2C1c1cccs1 (stereo not given)	18	1%	1%	8	-1.6	.	-9%	9%	-29%
O=C1CC(c2ccccc2)=NN1c1nc(-c2ccccc2)cs1	14	0%[11.6 µM]	-4%	47*	-3.2	?	7%	4%	-11%
COC(=O)[C@@]12CCCN1[C@H](c1ccc(-c3cccc(Cl)c3)c(OC)c1)[C@H]1C(=O)N(C)C(=O)[C@H]12	-3	-7%	4%	4	0.7	3	-2%	-7%	1%
CC1(c2nnc(-c3cccc(Cl)c3)o2)CC(c2ccc(Br)cc2)=NO1 (stereo not given)	8	3%	9%	16	-0.2	6	10%	3%	3%
CCOC(=O)c1cn2nc(Oc3ccc(C(=O)OC)cc3)ccc2n1	-5	8%	3%	-5	-0.7	2	12%	15%	-7%
O=C(NC1CC1)c1cc2cc(Br)ccc2s1	-6	6%	14%	10	-3.2	-3	-3%	1%	-4%
O=C(O)c1ccc2c(c1)C(=O)/C(=C\c1ccco1)C2=O	-14	25µM*	-6%	-4	1.0	-61*	-23%	-5%	8.4µM*
O=C(Nc1ccc(CN2CCCCC2)cc1)c1sc2ccccc2c1Cl	?	2%	19%	-34	-1.9	1	-1%	?	-14%
Nc1ccc(C(=O)N/N=C\C=C\c2cccc([N+](=O)[O-])c2)cc1	-19	-5%	0%	0	-0.4	3	-13%	-3%	-6%
COc1ccc(NC(=O)CSCC(=O)N(C)Cc2ccc(Cl)c(Cl)c2)cc1	-8	-6%	21%	9	-0.8	0	-5%	10µM*	-1%
CC(C)CCNC(=O)C1CCCN(S(=O)(=O)c2ccc(F)cc2)C1 (stereo not given)	10	2%	4%	-4	1.2	6	-4%	?	-8%
c1coc(-c2ccc3nncn3c2)c1	-10	18µM*	-7%	6	-0.3	-73*	-1%	10%	15µM*
COc1ccc(OC)c(S(=O)(=O)N2CCCCC2C(=O)O)c1 (stereo not given)	-20	2%	35%	0	-3.0	.	-18%	0%	-3%
Cc1cc(Cl)c(S(=O)(=O)N2CCN(c3ccccn3)CC2)cc1OCC(N)=O	9	-6%	8%	2	-2.4	0	-6%	7%	7%
CC1CCN(C(=O)c2nc[nH]c2C(=O)N2CCc3ccccc3C2)CC1	-3	3%	-4%	3	0.2	-1	2%	16%	1%
Clc1ccc2c(NCc3ccccc3)ccnc2c1	26	-8%	14%	5	-5.0	5	?	?	-3%
COc1cc(C2C(C#N)=C(N)N(c3ccc(F)cc3)C3=C2S(=O)(=O)CC3)ccc1O (stereo not given)	4	-10%[57.1 µM]	3%	-2	0.9	-18	-25%	18%	?
CCOC(=O)C1(CCCc2ccccc2)CCN(C(=O)CSC)CC1	-1	9%	13%	-2	-1.9	10	4%	?	-11%
OC(c1ccccc1)c1nc(-c2cncnc2)cs1 (stereo not given)	-14	-4%	3%	2	0.8	-8	-1%	10%	-16%
Cc1nc(SCc2ccccc2)[nH]c(=O)c1CC(=O)OCC(C)C	21	-1%	-8%	7	1.4	10	-20%	-2%	2%
Cc1ccc(CNC(=O)C2(C)Oc3ccccc3NC2=O)cc1 (stereo not given)	11	-2%	-1%	0	-0.1	6	13%	4%	0%

Pulled by compound from the entries so far, 2 records:
SMILES	DRD3 antagonist	WRN inhibitor	GLP-1R agonist	DRD3 agonist	IL-2 act	PI5P4K alpha inh	HEK293 tox	GLP-1R inv ag	PLK1 PBD inh
Cc1ccc(C(=O)NC23CC4CC(CC(C4)C2)C3)c(Cl)c1	3	7%	4%	1	-0.9	4	4%	?	3%
COc1cc(C2C(C#N)=C(N)N(c3ccc(F)cc3)C3=C2S(=O)(=O)CC3)ccc1O (stereo not given)	4	-10%[57.1 µM]	3%	-2	0.9	-18	-25%	18%	?

Sorted by formula weight (low to high): some entries from above
SMILES	DRD3 antagonist	WRN inhibitor	GLP-1R agonist	DRD3 agonist	IL-2 act	PI5P4K alpha inh	HEK293 tox	GLP-1R inv ag	PLK1 PBD inh
Cc1cccc2cccnc12	2	-4%	-1%	-5	0.0	1	6%	3%	-3%
c1coc(-c2ccc3nncn3c2)c1	-10	18µM*	-7%	6	-0.3	-73*	-1%	10%	15µM*
O=C(O)c1ccc2c(c1)C(=O)/C(=C\c1ccco1)C2=O	-14	25µM*	-6%	-4	1.0	-61*	-23%	-5%	8.4µM*
O=C(NC1CC1)c1cc2cc(Br)ccc2s1	-6	6%	14%	10	-3.2	-3	-3%	1%	-4%
Cc1ccc(C(=O)NC23CC4CC(CC(C4)C2)C3)c(Cl)c1	3	7%	4%	1	-0.9	4	4%	?	3%
Nc1ccc(C(=O)N/N=C\C=C\c2cccc([N+](=O)[O-])c2)cc1	-19	-5%	0%	0	-0.4	3	-13%	-3%	-6%
COc1ccc(OC)c(S(=O)(=O)N2CCCCC2C(=O)O)c1 (stereo not given)	-20	2%	35%	0	-3.0	.	-18%	0%	-3%
CC(C)CCNC(=O)C1CCCN(S(=O)(=O)c2ccc(F)cc2)C1 (stereo not given)	10	2%	4%	-4	1.2	6	-4%	?	-8%
CC(=O)c1ccc(NC(=O)CSc2nc(=O)n3cccc(C)c3n2)cc1	29	5%	4%	7	-5.2	-6	7%	12%	-1%
Cc1cc(Cl)c(S(=O)(=O)N2CCN(c3ccccn3)CC2)cc1OCC(N)=O	9	-6%	8%	2	-2.4	0	-6%	7%	7%
COc1ccc(NC(=O)CSCC(=O)N(C)Cc2ccc(Cl)c(Cl)c2)cc1	-8	-6%	21%	9	-0.8	0	-5%	10µM*	-1%

Later entries
SMILES	DRD3 antagonist	WRN inhibitor	GLP-1R agonist	DRD3 agonist	IL-2 act	PI5P4K alpha inh	HEK293 tox	GLP-1R inv ag	PLK1 PBD inh
CN(C)c1ccc(/C=N/NC(=O)c2ccc(CN3CCOCC3)cc2)cc1Br	8	-2%	10%	-3	-1.0	-1	0%[7.66 µM]	0%[7.66 µM]	-24%
Nc1nc(SCC(=O)Nc2ccc(F)cc2)[nH]c(=O)c1NC(=O)c1ccc(F)c(F)c1	7	0%	-9%	2	2.2	-6	-2%	17%	0%
CCOC(=O)C1C(C)C(C(C)(C)C)N(S(=O)(=O)c2ccc(C)cc2)C1c1ccccc1 (stereo not given)	16	-8%	.	8	-0.6	6	6%	8%	-10%
COc1ccc(C2CC(c3ccncc3)=NN2c2ccc(S(N)(=O)=O)cc2)cc1 (stereo not given)	5	-1%	17%	6	0.0	-14	488%[activator]	9%	?
Cc1nn(C)c(C)c1/C=C/C(=O)c1ccccc1	11	5%	6%	19	-2.5	.	-5%	0%	2%
O=C(NC1CC1)C1CCN(C2CCN(C(=O)CSc3ccccc3)CC2)CC1	8	1%	-1%	1	-0.6	-2	-11%	-3%	5%
CN1C2CCC1/C(=C\c1ccc(F)cc1)C(=O)/C2=C/c1ccc(F)cc1	?	1%	0%	0	-3.6	-3	16%	2%	-15%
Cn1c(N)c(C(=O)c2ccc(Oc3ccccc3)cc2)c(=O)n(C)c1=O	2	8%	5%	-6	-3.6	-3	1%	12%	-2%
Cc1noc(C)c1CSc1nnc(-c2ccccc2)o1	15	-2%	7%	4	-0.5	1	-11%[7.66 µM]	5%[7.66 µM]	3%
Cc1[nH]n(-c2ccccc2)c(=O)c1C(=O)c1cccc(F)c1	-12	-3%	-7%	-6	-0.2	4	-19%	-27%	-3%
Brc1csc(C=Nc2ccc3c(c2)OCCOCCOCCOCCO3)c1	0	2%	10%	5	-3.1	10	2%	16%	0%
Cc1ccc(C(=O)C2COC(=O)C2)cc1 (stereo not given)	28	9%	-3%	12	-2.2	.	2%	1%	-5%
O=C(Nc1ccc(NC(=O)C2CC2)nc1)c1cccnc1	-4	2%	-6%	2	0.9	2	-6%	1%	-1%
COc1cc2c3c(c1OC)C1(C=CC(=NO)C=C1)CC3N(C(C)=O)CC2 (stereo not given)	7	7%	5%	1	-3.1	0	-7%	5%	-11%
CC(=O)c1cccc(NC(=O)CSc2nc(=O)n(CCCN3CCOCC3)c3c2CCC3)c1	0	-2%	7%	-1	-3.9	0	4%	20%	-2%
Cc1occc1C(=O)Nc1ccc2c(c1)OCCO2	2	7%	-8%	1	0.2	.	5%	0%	-2%
Cc1ccc(OCC(=O)N(c2ccccn2)C2CCCCC2)c(C)c1	3	-2%	0%	3	-0.2	-1	-9%	?	-1%
Cc1c(C(=O)N2CCN(Cc3cccs3)CC2)oc2ccccc12	-79*	-4%	16%	-24	-0.3	-1	15%	?	-13%
Cc1cnc2c(c1)C(=O)c1ccccc1-2	11	0%	-5%	2	0.7	2	-8%	2%	-6%
O=C(CCc1nc2ccccc2s1)Nc1ccccc1	14	-8%	0%	-22	-1.1	2	24%	-10%	-13%
COc1ccc(-n2c(CSc3nc(C)cc(C)n3)nnc2SCC(=O)Nc2nccs2)cc1	9	6%	-7%	-1	-2.7	-2	-10%	4%	3%
COC(=O)c1nn(-c2ccc(-c3ccccc3)cc2)cc1O	3	-8%	-11%	5	0.6	?	-9%	?	0%
O=C(O)c1ccc(/C=N/NC(=O)c2cc3ccccc3cc2O)cc1	-14	?	-30%[inhibitor]	0	-1.9	?	-18%	-9%	-10%
